# Screening results: PubChem, several laboratories
# M1AAP inhibition = malaria alanyl aminopeptidase activity blockers – biochemical, fluorogenic H-Leu-NHMec substrate, 1536-well (AID 1445) | inhibition, % at 30 µM; hits with a dose series show IC50 in µM | hit rate 0.42% among 220,000 | recombinant M1AAP, H-Leu-NHMec fluorogenic kinetic assay; higher % means a stronger effect;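 active means primary inhibition above the hit cutoff, then over 50% inhibition at one or more dose response concentrations, cut at about 23% in these data, passing the limit was not always enough; inconclusive means conflicting primary data, or primary hits not chosen for dose response; inactive means low primary inhibition, or under 50% at every dose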;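 further: plate controls were DMSO full reaction for no effect and no enzyme background for full effect; strong numbers were not always called active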
# Dynein transport = dynein cargo transport inhibition; 3617.4 mouse cells, GR-EGFP nuclear translocation imaging; test concentration mostly 20 µM; stimulated with dexamethasone, 1 µM; active compounds read low; z-score, hits read low; hit rate 0.47% among 220,000;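 active means plate z-score of nuclear minus cytoplasmic receptor signal below a set negative limit, without overly bright fluorescence or cell loss, cut at about -3.5 in these data, passing the limit was not always enough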;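 further: z-score of nuclear minus cytoplasmic ring GR-EGFP intensity difference per well; some compounds called inactive have numbers as strong as hits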
#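 Buffer or medium: Induction medium lacking tetracycline, stripped serum | Also added: Dexamethasone agonist, 1.0 µM final, for 30 min | Timing: 48 h induction, 1 h compound, 30 min dex at 37 °C | Detection: Formaldehyde fixation, Hoechst nuclear stain, 10x automated fluorescence imaging | Measure: Nuclear versus cytoplasmic GR-EGFP signal, averaged per well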
# Autophagy HCS = alters autophagy in cells. calls only at 10 µM (by protocol). MEF GFP-LC3 puncta imaging; test concentration mostly 10 µM. hit rate 0.98% among 190,000;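 active means percentage of spot-positive cells more than 3 SD above its plate mean, without a fluorescence outlier flag or 80% toxicity; inconclusive means no clear call, values can overlap the other calls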;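 further: spot-positive cell cutoff set from DMSO-treated cells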
# WT yeast gro inh = growth inhibition of WT yeast, mitochondrial fusion screen; hit rate 2.1% among 190,000; AID 1362; inhibition, % at 10 µM; mitochondrial fusion phenotypic screen, WT strain; in the data active means inhibition above about 58%; tested in S. cerevisiae
# M17LAP inhibition = P. falciparum M17LAP inhibitors, primary screen, biochemical, fluorogenic H-Leu-NHMec substrate, 1536-well (AID 1619) | recombinant M17LAP, H-Leu-NHMec fluorogenic kinetic assay; higher % means a stronger effect | inhibition, % at 30 µM, or IC50 in µM where a hit was titrated | hit rate 0.38% among 220,000;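 active means compound inhibiting the enzyme by more than half at any dose during confirmatory dose-response retesting; inconclusive means strong single-dose inhibitors picked by rank but not retested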;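 further: plate controls were full reaction with DMSO carrier for no effect and no enzyme background for full effect; strong numbers were not always called active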
# T cell HTS = modulates CD8 T cell binding to vesicles | calls only at 7 µM | hit rate 0.068% among 330,000 | 2C CD8+ T cell-vesicle binding, flow cytometry; active compounds read low | AID 2052;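 active means response, share of CD8 T cells binding vesicles, and their 90th percentile fluorescence all below set limits, cut at about 80% in these data, passing the limit was not always enough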
#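 Assay system – 2C mouse CD8+ T cells · Also added – QL9-loaded Drosophila micro-vesicles · Timing – Cell–vesicle co-incubation 1.5 h at 37 °C, staining 20 min on ice · Signal – flow cytometry of vesicle-bound cells · Measure – percent CD8+ FL2 mean versus row control · Controls – Peptide-free naked vesicles (low) and QL9 vesicles with 0.7% DMSO vehicle (high)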
# MT stabilize HCS = microtubule stabilizers in HeLa cells. HeLa tubulin immunostaining HCS, 24 h; share of cells brighter than vehicle mean+2SD. % tubulin-high responders, % at 10 µM. hit rate 0.83% among 200,000. AID 2205;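 active means plate Z-score above 3 for both tubulin-high and condensed-nucleus cell shares, with cell loss under 80%, at 10 µM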;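 further: anti alpha tubulin signal scored within the nucleus-defined area of each cell; some results filed as inactive read as strong as hits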
# bCat nuc transl = beta-catenin nuclear translocation modulation; HeLa beta-catenin nuclear translocation, immunofluorescence imaging; nuclear translocation activity, % at 5 µM; hit rate 0.3% among 190,000;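 active means nuclear translocation activity above 50% at 5 µM, with a well cell count of 50 or more; inconclusive means wells under 50 cells across six images, flagged as toxic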;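 further: per-cell ratio of nuclear to cytoplasmic median beta-catenin stain intensity; plate controls were DMSO negative control for no effect and GSK-3 inhibitor IX positive control for full effect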
#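 Test system: human HeLa cell line; Doses: 5 µM primary, 0.02–20 µM confirmation; Incubation: 24 h compound exposure, 37°C; Detection: beta-catenin immunofluorescence imaging with DAPI; Read-out: beta-catenin nuclear/cytoplasmic ratio, % activation.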
# Yfh1-off respiration = mitochondrial function rescue without frataxin homolog – Friedreich's ataxia, plus single-dose screen, dose response (AID 1465); S. cerevisiae Yfh1-off respiration, WST-1 reduction, 72 h; higher fold induction means a stronger effect; one-dose fold induction at 50 µM; EC50 in µM for titrated hits; hit rate 0.074% among 220,000;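 active means fold induction of absorbance versus untreated yeast above a set limit, then at least 30% activation at any dose in follow-up; inconclusive means repeats straddling the limit, or above it without dose testing; inactive means fold induction below the set limit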;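 further: activators that raise dye reduction in frataxin-depleted yeast; strong numbers were not always called active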
# WT yeast gro inh mutant strain = recorded beside WT yeast gro inh, whose call it bears; inhibition, %; mitochondrial fusion phenotypic screen, mutant strain inhibition
# Dynein transport cytoplasmic EGFP = recorded beside Dynein transport, whose call it bears; z-score; measured here: cytoplasmic GR-EGFP intensity; active compounds read high
# Dynein transport nuclear GR-EGFP = second read-out of Dynein transport, no call of its own (marks repeat the call); z-score; measured here: nuclear GR-EGFP intensity;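 lower value marks the stronger effect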
# Dynein transport cell count = further read-out of Dynein transport, marked with its call; z-score; measured here: cell count per field
# bCat nuc transl cell count 5 µM = recorded beside bCat nuc transl, whose call it bears; cell count; measured here: cell count, cytotoxicity flag
# T cell HTS vesicle-bound % = further read-out of T cell HTS, marked with its call; double positive events, %; measured here: CD8+ vesicle-bound cell fraction;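 binding gate set so that unloaded-vesicle control wells show 10% double positive cells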
# MT stabilize HCS Hoechst-high % = second read-out of MT stabilize HCS, no call of its own (marks repeat the call); % Hoechst-high responders; measured here: nuclear condensation Hoechst responders;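 share of cells brighter than vehicle mean plus two SD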
# MT stabilize HCS cytotoxicity % = recorded beside MT stabilize HCS, whose call it bears; toxicity, %; measured here: cytotoxicity by cell density;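 0% = mean cell density of plate MIN control wells and 100% = no cells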
# Autophagy HCS cell loss 18 h = second read-out of Autophagy HCS, no call of its own (marks repeat the call); toxicity, %; measured here: cell loss, nuclei count;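 cell loss after 18 h compound exposure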
# * hit, by the source's call; i = inactive; ? = inconclusive; . = no result given.
SMILES,M1AAP inhibition,Dynein transport,Dynein transport cytoplasmic EGFP,Dynein transport nuclear GR-EGFP,Dynein transport cell count,Autophagy HCS,Autophagy HCS cell loss 18 h,WT yeast gro inh,WT yeast gro inh mutant strain,M17LAP inhibition,T cell HTS,T cell HTS vesicle-bound %,MT stabilize HCS,MT stabilize HCS Hoechst-high %,MT stabilize HCS cytotoxicity %,bCat nuc transl,bCat nuc transl cell count 5 µM,Yfh1-off respiration
CC1CCC2(CC1)SCC(=O)N2c1ccccc1 (stereo unspecified),-5%,0.16,-0.25,-0.034,0.3,i,6,7,14,3%,i,51,3.2,1.9,7.9,0.9,930,i
NS(=O)(=O)c1ccc(-n2nc(C(=O)O)cc2-c2ccc(Cl)cc2)cc1,2%,0.02,-0.25,0.046,0.87,i,10,3,-2,-2%,i,53,3.9,1.8,5.3,-3.7,1142,i
CCCN(CCC)C(=O)c1c(C)[nH]c(C(=O)OCC)c1C,2%,0.45,-0.099,0.44,-0.62,.,.,-9,2,4%,i,29,3.5,2.5,4.3,-1.4,1111,i
O=C(c1ccc(Br)o1)N1CCN=C1SCc1cccnc1,10%,-0.49,-0.23,-0.2,0.32,i,8,7,1,5%,i,41,6.7,4.3,8.0,.,.,i
Cc1ccc(C2c3c(oc4ccccc4c3=O)C(=O)N2c2nnc(C(C)C)s2)o1 (stereo unspecified),15%,0.21,-0.17,0.23,-0.16,i,-8,9,-4,15%,i,43,2.2,2.9,11,-0.6,1025,i
CSCCc1nc(SCC(=O)Nc2nnc(C)s2)[nH]c1C,1%,-0.41,-0.027,-0.049,-0.22,i,7,0,7,19%,i,53,2.3,1.8,3.0,-0.9,1095,i
Cc1cc(N2CCCC2=O)cc(C)c1S(=O)(=O)NCCOc1ccccc1,3%,-1.2,-0.14,-1.2,-0.08,i,2,17,13,-5%,i,32,2.5,1.6,7.0,.,.,i
CN(CCc1ccccn1)C(=O)CCC1CCCN(C(=O)NC2CCCCC2)C1 (stereo unspecified),5%,1.7,-0.28,0.71,-0.45,i,20,16,11,-2%,i,41,2.9,2.3,7.6,-1.5,1141,i
C=CCN1C(=O)C(O)(CC(=O)c2ccc(N)cc2)c2ccccc21 (stereo unspecified),-1%,-1.1,-0.27,-0.58,0.63,i,-4,8,-15,19%,i,16,2.3,2.0,5.9,-2.5,1176,i
O=C(CSCc1ccc(Cl)cc1)N/N=C/c1ccc(Cl)cc1Cl,2%,0.33,-0.15,0.5,0.85,i,11,7,0,2%,i,44,2.6,2.2,10.0,1.9,1311,i
CN1CC2(C)OC(=O)C(Cl)=C2CC1c1ccccc1 (stereo unspecified),-1%,-0.55,-0.29,0.4,0.23,i,-16,-9,-19,1%,i,41,1.7,1.9,0.6,.,.,i
CCC(C)Nc1cc(C)nc2ncnn12 (stereo unspecified),7%,-0.24,-0.34,0.081,0.46,i,4,-4,-10,-2%,i,50,1.2,0.9,5.2,0.0,1454,i

# Reprinted from the part before: 2 compounds, followed by the next part.
SMILES,M1AAP inhibition,Dynein transport,Dynein transport cytoplasmic EGFP,Dynein transport nuclear GR-EGFP,Dynein transport cell count,Autophagy HCS,Autophagy HCS cell loss 18 h,WT yeast gro inh,WT yeast gro inh mutant strain,M17LAP inhibition,T cell HTS,T cell HTS vesicle-bound %,MT stabilize HCS,MT stabilize HCS Hoechst-high %,MT stabilize HCS cytotoxicity %,bCat nuc transl,bCat nuc transl cell count 5 µM,Yfh1-off respiration
CN1CC2(C)OC(=O)C(Cl)=C2CC1c1ccccc1 (stereo unspecified),-1%,-0.55,-0.29,0.4,0.23,i,-16,-9,-19,1%,i,41,1.7,1.9,0.6,.,.,i
CCC(C)Nc1cc(C)nc2ncnn12 (stereo unspecified),7%,-0.24,-0.34,0.081,0.46,i,4,-4,-10,-2%,i,50,1.2,0.9,5.2,0.0,1454,i
Cc1nc2cc(NC(=O)NC(C)(C)C)ccc2n1C,.,-0.91,-0.33,-0.35,1.6,i,12,-19,2,.,i,39,4.0,2.1,5.2,-0.2,938,i
Cc1cccc2sc(NC(=O)CSCc3ccccc3)nc12,0%,-0.2,-0.16,-0.21,0.29,i,4,41,-9,0%,i,42,1.4,1.5,13,.,.,i
CCCC(=O)OC1CC(C)N(C(=O)c2ccccc2)c2ccc(C)cc21 (stereo unspecified),-7%,-0.25,-0.19,0.17,-1.4,i,-16,20,-20,-5%,i,33,2.6,1.8,10,6.9,389,i
C=CCNC(=O)COC(=O)c1cc(S(=O)(=O)N2CCCCC2)ccc1Cl,-2%,0.46,-0.34,0.13,-0.16,i,0,-6,2,-1%,i,35,1.9,1.7,7.1,0.1,1020,i
Cc1cc(C(=O)NCCc2ccccc2)ccc1[N+](=O)[O-],9%,-0.23,-0.15,-0.56,0.84,i,-3,-2,3,9%,i,19,1.1,1.2,8.5,-2.2,1062,i
O=C1OCC2=C1C(c1ccc(F)cc1)c1cc3c(cc1N2)OCCO3 (stereo unspecified),8%,-0.13,-0.17,-0.12,0.034,i,53,-31,3,-5%,.,.,12,15,53,78*,473*,i
CCOC(=O)c1ccc(NC(=O)CCS(=O)(=O)c2ccc(Br)s2)cc1,16%,-0.74,-0.32,-0.38,0.96,i,-1,-1,-44,12%,i,36,1.5,1.9,8.0,-1.5,1128,i
O=C1c2ccccc2C2(c3ccccc3)NCCCN12 (stereo unspecified),-1%,0.72,-0.31,0.72,-0.044,i,-2,3,-2,-5%,i,24,2.7,2.0,4.2,4.1,800,i
O=C(NCCCN1CCOCC1)c1sc2cc(Cl)ccc2c1Cl,6%,-0.025,-0.23,0.17,-0.36,i,19,32,38,-2%,i,30,5.9,3.4,3.9,1.4,1138,i
CCOC(=O)c1c(C)c(C(=O)Nc2cc(F)ccc2F)c(C)n1C,4%,-0.73,-0.096,-0.55,-0.19,i,-10,-7,18,-3%,i,38,13*,28*,28*,38,764,i
CCN(CC)C(=O)c1cccc2nc3ccccc3nc12,4%,0.0067,-0.26,0.58,0.048,.,.,.,.,4%,i,22,.,.,.,0.9,1318,i
O=C(O)CCC(=O)N1CCc2cc(S(=O)(=O)Nc3ccc4c(c3)OCCO4)ccc21,2%,-0.62,-0.24,-0.31,0.45,.,.,11,-1,17%,i,44,8.2,1.7,6.6,.,.,i
COc1ccc(-c2nnc(SCC(=O)/C(C#N)=C(\C)N)o2)cc1,4%,-1,0.92,-0.19,0.95,i,3,11,14,-5%,i,20,2.9,4.0,2.8,-0.9,1147,i
CC(C)(C)OC(=O)CNC(=O)c1[nH]cnc1C(=O)Nc1ccc(Cl)cc1,-2%,-0.34,-0.79,-0.24,-0.12,.,.,.,.,1%,i,47,.,.,.,-0.5,1329,i
Cc1csc2cc(-c3cccc([N+](=O)[O-])c3)c(-c3cccc([N+](=O)[O-])c3)c[n+]12,7%,-0.094,-0.21,0.031,-0.13,i,-9,9,24,10%,i,39,2.5,1.3,9.8,-3.3,587,i
CCOC(=O)c1ccc(NC(=S)N2CCCC2)cc1,3%,2.3,-0.14,1.5,-1.6,i,21,17,12,1%,i,9,4.0,1.7,1.1,2.4,1084,i
CCOc1cccc(-c2nnc3sc(-c4cccs4)nn23)c1,-1%,-0.87,-0.28,0.22,0.5,i,7,0,-1,10%,i,14,2.3,2.0,1.3,-7.0,1053,i
CN1CCCc2cc(C=O)ccc21,9%,-0.52,-0.28,-0.31,0.3,i,-3,-12,3,-1%,i,47,2.7,1.7,9.0,-2.6,523,i
CCOC(=O)CCCn1c(C)nc(=O)c(-c2ccccc2)c1C,9%,-0.38,-0.19,-0.2,1.1,i,1,-2,-2,-1%,i,40,4.3,4.6,8.0,-9.4,1007,i
COc1ccc2c(Cl)c(C(=O)NCC3CCCO3)sc2c1Cl (stereo unspecified),-1%,-0.19,-0.26,-0.32,0.46,i,-17,-4,-13,8%,i,59,1.7,2.4,8.9,0.3,531,i
CC(=O)Nc1ccc(S(=O)(=O)Nc2nc3ccccc3nc2Nc2ccc(N)cc2)cc1,?,0.01,0.65,0.59,-0.25,.,.,.,.,20%,i,27,.,.,.,1.1,1359,i
CC1CCCCC1NC(=O)CSc1nnc(CNC(=O)c2ccccc2)n1C (stereo unspecified),-3%,0.69,-0.24,0.46,-0.16,i,-36,7,2,1%,i,48,3.0,1.5,4.2,-3.4,1057,i
C/C(=N\NC(=O)c1cc(-c2cccnc2)nc2ccccc12)c1ccc(O)cc1O,2%,0.26,-0.027,-0.18,-0.041,i,29,8,17,-8%,i,10,2.3,1.3,22,.,.,i
